Hep lipid drop: modulators of hepatic lipid droplet formation; AML12 mouse hepatocytes, oleate lipid droplets, BODIPY imaging; inhibition, % at 6.5 µM; hit rate 0.4% among 240,000; AID 1656;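 active means lipid droplet intensity inhibited by at least 50%, with more than 500 cells counted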
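Technique: fluorescence imaging, 20x objective, two fields per well / Assay system: AML12 hepatocytes (mouse) / Measure: % inhibition of lipid droplet signal / Doses: 6.5 µM single-point dosing / Incubation: overnight exposure / Reagent: 100 µM oleic acid challenge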
T cell HTS: T cell immune modulation candidate | calls only at 7 µM | 2C CD8+ T cell-vesicle binding, flow cytometry; hits give low values | AID 2052 | hit rate 0.068% among 330,000;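 active means response, share of CD8 T cells binding vesicles, and their 90th percentile fluorescence all below set limits, cut at about 80% in these data, passing the limit was not always enough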
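Also added: QL9-peptide-loaded Drosophila micro-vesicles bearing Ld, ICAM-1 and B7-1; Test system: purified 2C TCR transgenic mouse naive CD8+ T cells; Measured by: cytometric PE anti-B7-1 and Alexa647 anti-CD8 signals after 1% paraformaldehyde fixation; Timing: binding step 1.5 h, 37 °C, antibody labelling 20 min, ice.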
Hep lipid drop cells 6.5 µM: second read-out of Hep lipid drop, no call of its own (marks repeat the call); cell count; measured here: cell count, cytotoxicity flag;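 cells counted across two imaged fields per well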
T cell HTS vesicle-bound %: also measured in T cell HTS; calls as there; double positive events, %; measured here: CD8+ vesicle-bound cell fraction;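 binding gate set so that unloaded-vesicle control wells show 10% double positive cells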
Starred values were filed as active, the others as inactive; i = inactive. An excerpt; count on the stated rates, not on these rows.

SMILES	Hep lipid drop	Hep lipid drop cells 6.5 µM	T cell HTS	T cell HTS vesicle-bound %
CC(C)CC(Nc1ncnc2scc(-c3ccccc3)c12)C(=O)O (stereo unspecified)	-1	805	i	38
O=C1CCC(C(=O)N2CCN(c3ccccc3)CC2)CN1CC1CCCCC1 (stereo unspecified)	-7	832	i	69
CCOC(=O)C(Cc1ccccc1)C(=O)NCc1ccccc1 (stereo unspecified)	-14	785	i	44
O=C(O)COc1ccccc1/C=N/NC(=O)Cc1ccccc1	5	780	i	45
Cc1ccc(S(=O)(=O)c2cc3c(=O)n4ccccc4nc3n(C3CCCCC3)c2=N)cc1	-12	632	i	26
CC1(C)CC(=O)c2c(O)cc(OCC(=O)Nc3ccc(S(N)(=O)=O)cc3)cc2O1	-2	782	i	33
CCCn1nnnc1SCC(=O)N1C(C)CCCC1C (stereo unspecified)	-17	793	i	24
COc1ccc(CNC(=O)CCS(=O)(=O)c2ccc3c(c2)NC(=O)CS3)cc1	-2	817	i	15
COc1ccccc1C(=O)c1nc2ccccc2n1C	6	806	i	6
C=CCc1ccccc1OCC(O)CNC1CCCC1 (stereo unspecified)	6	737	i	22
O=C(CSc1nc(C2CC2)nc2ccccc12)Nc1cccc(O)c1	-4	864	i	30
Cc1ccc(NC(=O)CN(C)S(=O)(=O)c2cccs2)c(Br)c1	63*	856*	i	28
Cc1cccc(C(=O)NNC(=O)c2ccco2)c1O	-6	653	i	9
O=[N+]([O-])c1ccc(/C=N/N2CCCCC2)cc1	-2	810	i	38
COc1ncnc(OC)c1S(=O)(=O)Nc1ccc(C(F)(F)F)cc1	-18	793	i	50
COc1cccc(CN(C)C(=O)C23CC4CC(CC(NC(C)=O)(C4)C2)C3)c1OC	-11	690	i	14
CN(C)CCNC(=O)c1nn(C)c2c1CCc1ccccc1-2	-7	765	i	58
COc1ccc(C(=O)N/C(=C\c2cn(S(=O)(=O)N(C)C)c3ccccc23)C(=O)NCCCn2ccnc2)cc1	-4	651	i	37
O=C(c1nc2ccc(Cl)cn2c1CN1CCC(O)CC1)N1CCc2ccccc2C1	10	830	i	17
O=C1COc2ccc(S(=O)(=O)N3CCN(c4ccccc4F)CC3)cc2N1	5	687	i	6
O=C(COC(=O)c1ccc(Cl)c(Cl)c1)NC1CCCC1	4	836	i	42
COc1ccc(Nc2ncnc3ccc(C)cc23)cc1	-12	691	i	52
CC(=O)c1ccc2noc(-c3cccc(F)c3)c2c1	-1	849	i	46
CCOc1ccc(S(=O)(=O)N(CC)CC(=O)NCc2ccncc2)cc1	15	846	i	46
CC1CCN(C(=O)c2ccc3c(c2)NC(=O)/C(=C/c2ccccc2)S3)CC1	-7	715	i	13
Cc1ccc(S(=O)(=O)N2CCN(C(=O)c3ccc(N4CCCC4)c([N+](=O)[O-])c3)CC2)cc1	9	805	i	6
CSc1ccccc1OCc1cc(C(=O)N(C)CC2COCCO2)no1 (stereo unspecified)	-2	792	i	82
O=C(COc1ccccc1)Nc1nnc(S(=O)(=O)N2CCCCCC2)s1	11	767	i	23
COc1cc(C=O)c(-c2c(C=O)cc(OC)c3c2OCO3)c2c1OCO2	-12	772	i	22
Cc1ccc(C)c2c1N(Cc1ccccc1)C(=O)C21OCCO1	-1	785	i	26
CCn1cc(C(=O)O)c(=O)c2cnc(N3CCN(C(=S)NC(=O)c4ccc(F)c(F)c4)CC3)nc21	-2	798	i	19
COc1ccc(NC(=O)CCCN2C(=O)C(c3ccccc3)Oc3cccnc32)cc1 (stereo unspecified)	0	714	i	18
CCOC(=O)C1CCN(C(=O)CCCn2nc(CC)n3c(cc4occc43)c2=O)CC1	-22	726	i	8
CCOc1ccc(C2C(C(=O)c3cccs3)=C(O)C(=O)N2CCN2CCOCC2)cc1 (stereo unspecified)	7	777	i	25
Oc1ccc(C2C[C@H]3CC[C@@H]2C3)cc1O (stereo partly specified)	-38	805	i	6
COc1cc2c(cc1OC)CN(CC(=O)Nc1ccccc1C(=O)NCc1ccccc1)CC2	31	828	i	32
O=C(Nc1ccccc1)NN(C(=O)CCl)c1ccccc1	11	737	i	22
Cc1ccc(C(C)NC(=S)NCc2ccc(F)cc2)c(C)c1 (stereo unspecified)	-16	857	i	55
CCOc1ccc(CCNC(=O)Cn2c(=O)c3cccn3c3cccnc32)cc1	6	688	i	11
S=c1[nH]nc(-c2ccc(Cl)cc2Cl)n1-c1ccc(Cl)cc1	1	852	i	48
COc1cc(/C=N/n2c(COc3ccccc3)n[nH]c2=S)cc(Br)c1O	11	875	i	16
CN1CCN(C(=O)C2CCCN(S(=O)(=O)c3ccccc3)C2)CC1 (stereo unspecified)	-2	739	i	42
Cc1nn(C)c(C(=O)NC(=S)Nc2ccccc2Br)c1Cl	-2	669	i	18
O=C(NCc1ccccc1F)C1CCCN1C(=O)Nc1ccc(F)cc1 (stereo unspecified)	-12	875	i	9
Cc1ccc(CCNC(=O)CCS(=O)(=O)c2ccc3c(c2)oc(=O)n3C)cc1	-7	700	i	7

Brought forward from above: 5 compounds; new compounds follow.
SMILES	Hep lipid drop	Hep lipid drop cells 6.5 µM	T cell HTS	T cell HTS vesicle-bound %
COc1cc(/C=N/n2c(COc3ccccc3)n[nH]c2=S)cc(Br)c1O	11	875	i	16
CN1CCN(C(=O)C2CCCN(S(=O)(=O)c3ccccc3)C2)CC1 (stereo unspecified)	-2	739	i	42
Cc1nn(C)c(C(=O)NC(=S)Nc2ccccc2Br)c1Cl	-2	669	i	18
O=C(NCc1ccccc1F)C1CCCN1C(=O)Nc1ccc(F)cc1 (stereo unspecified)	-12	875	i	9
Cc1ccc(CCNC(=O)CCS(=O)(=O)c2ccc3c(c2)oc(=O)n3C)cc1	-7	700	i	7
COc1ccc(C2CCCCCN2Cc2nc3ccccc3c(=O)n2CC(N)=O)cc1 (stereo unspecified)	-8	781	i	41
CCOc1ccccc1NC(=O)c1cccc(NC(=O)C2CCCC2)c1	63*	823*	i	42
CCNC(=S)NNc1nnc(-c2ccccc2)c(-c2ccccc2)n1	-7	732	i	68
CC(C)n1cc(CN2CCC(C(=O)Nc3cccc(-c4cccc(Cl)c4)c3)CC2)cn1	-29	701	i	65
COc1ccc(-n2nc3cc(N)c(Br)cc3n2)cc1	5	802	i	59
COc1cc(/C=C2\CCCc3c2nc2ccccc2c3C(=O)O)cc(Cl)c1O	17	735	i	37
COc1ccccc1CCC(=O)N1CCC(n2nccc2NC(=O)CC(C)C)CC1	-2	810	i	69
Cc1c(NC(=O)Nc2ccccc2)c(=O)n(-c2ccccc2)n1C	-9	686	i	16
CC(NC(=O)CNC(=O)c1sc2ccccc2c1Cl)c1cccnc1 (stereo unspecified)	-2	827	i	28
CCOc1ccccc1/C=N/NC(=O)c1nnn(-c2nonc2N)c1CN1CCCC1	6	661	i	14
COc1ccc(C2NC(=O)NC(C)=C2[N+](=O)[O-])cc1 (stereo unspecified)	-8	821	i	48
Cc1cc(C(F)F)n2nc(C(=O)Nc3cccc(S(=O)(=O)N4CCOCC4)c3)nc2n1	-1	820	i	73
NS(=O)(=O)c1ccc(CCNC(=O)c2ccc(Cl)s2)cc1	5	824	i	15
Cc1ccc(CC(=O)Nc2cc(C)ccn2)cc1	8	851	i	40
CCOC(=O)N1CCN(C(=O)c2cc3cc(C)ccc3[nH]2)CC1	6	842	i	45

2 compounds from above with just T cell HTS, T cell HTS vesicle-bound % and Hep lipid drop cells 6.5 µM:
SMILES | T cell HTS | T cell HTS vesicle-bound % | Hep lipid drop cells 6.5 µM
COc1ccc(-n2nc3cc(N)c(Br)cc3n2)cc1 | i | 59 | 802
COc1cc(/C=C2\CCCc3c2nc2ccccc2c3C(=O)O)cc(Cl)c1O | i | 37 | 735

Next section
SMILES	Hep lipid drop	Hep lipid drop cells 6.5 µM	T cell HTS	T cell HTS vesicle-bound %
CSc1ccc(CN(C)C(=O)C(Cc2ccccc2)NC(=O)c2ccccc2)cc1 (stereo unspecified)	-8	651	i	59
Cc1ccc(C(=O)Nc2ccc(S(=O)(=O)N3CCCC3)cc2)o1	8	646	i	65
CC(=O)Nc1ccc(S(=O)(=O)N2CCN(C(=O)c3ncoc3-c3cccc(F)c3)CC2)cc1	7	812	i	51
O=C(NC1CCCC1)C(c1ccncc1)N(Cc1ccccc1F)C(=O)c1csnn1 (stereo unspecified)	-16	669	i	45
C[C@H](NC(=O)[C@@H]1Cc2ccccc2CN1C(=O)OC(C)(C)C)C(=O)NCC1CCCO1 (stereo partly specified)	-5	687	i	18
COc1ccc(C(CNC(=O)Nc2cccc(C)c2)N2CCN(C)CC2)cc1 (stereo unspecified)	10	766	i	5
COc1ccc(OC)c(S(=O)(=O)N/N=C(/C)c2c[nH]c3ccccc23)c1	-4	838	i	62
NS(=O)(=O)c1ccc(CNC(=O)CNC(=O)Cc2ccccc2)cc1	13	820	i	38
Cc1ccc2c(c1)C1CC(C)(O2)N(c2cccc(C(=O)NCc3ccccn3)c2)C(=O)N1 (stereo unspecified)	-8	624	i	34
Cc1cc(C)c2nc(N3C(=O)C(O)=C(C(=O)c4ccco4)C3c3ccco3)sc2c1 (stereo unspecified)	13	709	i	30
Cc1ccsc1C(=O)N1CCN(c2ncc(C(F)(F)F)cc2Cl)CC1	-6	647	i	26
O=C(O)CNC(=O)c1ccc(NC(=O)/C(=C/c2ccccc2)NC(=O)c2ccccc2Br)cc1	-1	872	i	26
CCC(C)N1CCC(Oc2ccc(C(=O)NCc3ccccn3)cc2)CC1 (stereo unspecified)	7	800	i	36
Nc1nc(-c2ccccc2)cc(-c2ccccc2)n1	3	815	i	55
COC(=O)c1cc(-c2cccc(OC)c2)c2c(=O)[nH]c(=O)n(C)c2n1	43	857	i	65
O=C1Cc2ccccc2C(=O)N1c1ccc(F)cc1Cl	-1	823	i	31
COc1ccc(CCNC(=O)Cn2nnc(C(=O)Nc3cccc(C)c3C)c2N)cc1OC	-21	671	i	41
COc1ccc(Cl)cc1NC(=O)C1CC(c2ccccc2O)=NO1 (stereo unspecified)	6	809	i	57
COc1cccc(C(=O)NCCSCc2c(F)cccc2Cl)c1	-13	775	i	9
Cc1ccc(S(=O)(=O)N2CCOCC2)cc1NC(=O)COc1ccc2c(C)cc(=O)oc2c1	-1	835	i	12
CCOCCCNC(=O)c1cc(Nc2ccc(OC)cc2OC)nc2ccccc12	-22	835	i	46
O=C(O)c1ccc(-n2nnnc2SCc2ccccc2Br)cc1	0	824	i	63
COc1ccc(S(=O)(=O)N2CCCN(CC(=O)Nc3ccc(NC(C)=O)cc3)CC2)cc1	-3	759	i	29
Cc1cccc(Nc2ncnc3onc(-c4cccc(Cl)c4)c23)c1	-4	818	i	27
O=S1(=O)CCOC[C@H](CC2CCCCC2)N1Cc1ccc(F)cc1	-6	806	i	42
COc1ccccc1NC(=O)c1cnc(SC)nc1	16	805	i	58
CCOC(=O)CN1C(=O)c2ccccc2Sc2ncccc21	0	861	i	15
O=C(C1=C(O)C(=O)N(CCCn2ccnc2)C1c1ccc(F)cc1)c1ccco1 (stereo unspecified)	8	712	i	38
Cc1ccc(O)c(/C=N/NC(=O)Cc2ccc(Cl)cc2)c1	0	798	i	42
CCOc1ccc(CCNC(=O)Cn2nc(C)c3c(C)n(-c4ccccc4)nc3c2=O)cc1	24	682	i	8
CCOC(=O)c1c(C)[nH]c(C)c1S(=O)(=O)N1CCOCC1	13	696	i	35
Cc1nnc(NCc2ccccc2)c2ccccc12	10	851	i	11
COC(=O)c1ccc(N2CCN(C)CC2)c(NC(=O)c2ccc(Br)o2)c1	24	673	i	58
Cc1ccc(CS(=O)Cc2ccc(C(=O)NCc3ccc(OC(C)C)cc3)o2)cc1 (stereo unspecified)	-1	774	i	15
CCOC(=O)c1ccc(NC(=O)C2COc3ccccc3O2)cc1 (stereo unspecified)	3	817	i	22
O=C(Cc1ccccc1[N+](=O)[O-])NCCCc1ccccc1	-15	768	i	27
CCn1cc(S(=O)(=O)c2cccc(C)c2)c(=O)c2cc(F)c(N3CCN(C)CC3)cc21	7	738	i	45

Of the compounds above, these have an NH in an aromatic ring:
SMILES	Hep lipid drop	Hep lipid drop cells 6.5 µM	T cell HTS	T cell HTS vesicle-bound %
S=c1[nH]nc(-c2ccc(Cl)cc2Cl)n1-c1ccc(Cl)cc1	1	852	i	48
COc1cc(/C=N/n2c(COc3ccccc3)n[nH]c2=S)cc(Br)c1O	11	875	i	16
CCOC(=O)N1CCN(C(=O)c2cc3cc(C)ccc3[nH]2)CC1	6	842	i	45
COc1ccc(OC)c(S(=O)(=O)N/N=C(/C)c2c[nH]c3ccccc23)c1	-4	838	i	62
COC(=O)c1cc(-c2cccc(OC)c2)c2c(=O)[nH]c(=O)n(C)c2n1	43	857	i	65
CCOC(=O)c1c(C)[nH]c(C)c1S(=O)(=O)N1CCOCC1	13	696	i	35

Assay outcomes from PubChem BioAssay.
